# S1P3 antag = S1P3 (human) receptor antagonism | CHO S1P3 NFAT-BLA reporter, FRET fluorescence, antagonist mode | inhibition, % at 4.98 µM | hit rate 0.27% among 170,000 | AID 485;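 active = inhibition above the plate cutoff, the mean inhibition of test wells on that plate plus 3 SD, cut at about 28% in these data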;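 note: cells challenged with S1P at its EC80 of 0.8 µM; blue over green emission ratio from cleaved BLA substrate after 4 h stimulation; 0% = S1P-stimulated wells and 100% = unstimulated DMSO-only wells; some compounds past the cut are filed as inactive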
# PPARg SRC-2 ag = PPARgamma-driven SRC-2 recruitment agonism | activation, % at 8 µM | PPARgamma LBD-SRC-2 recruitment, biochemical | P37231 | hit rate 0.34% among 200,000; in the data active = activation above about 22%;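 note: 0% = vehicle and 100% = reference agonist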
# STAT1 blocker = STAT1 signaling inhibition | NIH 3T3 STAT1-luciferase reporter, IFN-gamma, luminescence | inhibition, % at 5.5 µM | hit rate 0.35% among 200,000 | AID 920;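 active = inhibition above a set limit, the mean inhibition across all tested compounds plus 3 SD, cut at about 34% in these data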;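 note: 0% = IFN-gamma with DMSO and 100% = IFN-gamma with 300 µM nifuroxazide; values of inactives mirror those of a sister screen read the other way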
# STAT3 blocker = STAT3 signaling inhibition; inhibition, % at 5.5 µM; hit rate 0.89% among 190,000; U3A cells, IL-6 STAT3-luciferase reporter, luminescence; host cell line lacks STAT1; AID 862;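 active = inhibition above the mean inhibition across all screened compounds plus 3 SD, cut at about 44% in these data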;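 note: 0% = DMSO only wells and 100% = 100 µM nifuroxazide control wells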
# TR-FRET SRC-2 ct = counter-screen for PPARgamma SRC-2 recruitment agonists: TR-FRET artefact; stronger effect = higher value; TR-FRET ratio at 8 µM; hit rate 0.4% among 200,000; in the data active = TR-FRET ratio above about 2000; note: inactives centre near 1500
# PPARg SRC-3 ag = promotes SRC-3 coactivator recruitment by human PPARgamma. hit rate 0.26% among 200,000. AID 731. biochemical PPARgamma/SRC-3 coactivator recruitment assay. P37231. activation, % at 8 µM; in the data active = activation above about 23%;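 note: 0% = DMSO and 100% = reference agonist; some compounds past the cut are filed as inactive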
# RAM inhibit = inhibitors of the yeast RAM network; S. cerevisiae dse1pr::URA3 reporter, 5-FOA growth OD615, 2 d; analog-sensitive cbk1-as2 kinase mutant strain; inhibition, % at 50 µM; hit rate 1.8% among 190,000; AID 868;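 active = inhibition above a set limit, 3 SD over mean compound inhibition, cut at about 8.4% in these data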;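 note: 0% = DMSO-only wells with no growth and 100% = 10 µM 1-NA-PP1 full growth; inhibition rescues growth on 5-FOA so higher OD means more RAM inhibition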
# STAT3 activator = activators of IL-6 induced STAT3 signaling | U3A cells, IL-6 STAT3-luciferase reporter, luminescence; 100% = signal with IL-6 EC80 alone | activation (% of control), % at 5.6 µM | hit rate 0.91% among 190,000;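 active = activation above the screen-wide mean of compound activation plus 3 SD, cut at about 130% in these data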;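 note: 0% = background luminescence of wells with medium and substrate only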
#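 Material: STAT3-luciferase reporter U3A cells. Controls: IL-6-treated wells, 100% activation. Read-out: % activation versus median of IL-6-stimulated wells. Probe or stimulus: IL-6 stimulus at 33 ng/mL final. Timing: compound 1 h, then IL-6 6 h at 37 °C. Signal: reporter luminescence signal.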
# TLR4 MyD88 comp = TLR4-MyD88 interaction inhibition in cells; HeLa CL3-4 TLR4/MyD88 BLA complementation, FRET ratio; inhibition, % at 8.4 µM; hit rate 0.18% among 200,000; in the data active = inhibition above about 25%;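 note: 0% = vehicle and 100% = reference inhibitor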
# Target sequence (O00206 whole entry, looked up): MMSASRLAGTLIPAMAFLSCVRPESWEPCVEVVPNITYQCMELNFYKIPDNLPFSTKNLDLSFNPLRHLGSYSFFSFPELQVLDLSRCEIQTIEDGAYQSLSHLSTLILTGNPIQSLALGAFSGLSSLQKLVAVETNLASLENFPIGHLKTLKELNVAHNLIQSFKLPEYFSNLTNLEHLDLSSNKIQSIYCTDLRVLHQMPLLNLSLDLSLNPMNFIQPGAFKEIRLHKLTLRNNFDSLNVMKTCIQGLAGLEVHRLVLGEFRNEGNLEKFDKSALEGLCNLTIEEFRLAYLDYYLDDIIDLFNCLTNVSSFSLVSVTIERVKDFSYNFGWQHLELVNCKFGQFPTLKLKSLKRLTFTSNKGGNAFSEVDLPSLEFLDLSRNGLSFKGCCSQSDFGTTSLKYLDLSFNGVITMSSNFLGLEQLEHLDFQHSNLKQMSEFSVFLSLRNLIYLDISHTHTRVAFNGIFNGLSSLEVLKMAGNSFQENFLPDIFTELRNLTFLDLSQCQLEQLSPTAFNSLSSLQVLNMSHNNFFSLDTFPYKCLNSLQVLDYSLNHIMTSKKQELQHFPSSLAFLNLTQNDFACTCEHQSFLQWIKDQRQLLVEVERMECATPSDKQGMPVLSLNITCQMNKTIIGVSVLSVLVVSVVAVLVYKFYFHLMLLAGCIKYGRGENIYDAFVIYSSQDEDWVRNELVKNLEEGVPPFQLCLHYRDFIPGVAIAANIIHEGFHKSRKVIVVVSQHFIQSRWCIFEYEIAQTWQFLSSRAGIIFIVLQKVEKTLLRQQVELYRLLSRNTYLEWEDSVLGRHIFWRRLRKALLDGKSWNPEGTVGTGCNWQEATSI
# Target sequence (Q99836 whole entry, looked up): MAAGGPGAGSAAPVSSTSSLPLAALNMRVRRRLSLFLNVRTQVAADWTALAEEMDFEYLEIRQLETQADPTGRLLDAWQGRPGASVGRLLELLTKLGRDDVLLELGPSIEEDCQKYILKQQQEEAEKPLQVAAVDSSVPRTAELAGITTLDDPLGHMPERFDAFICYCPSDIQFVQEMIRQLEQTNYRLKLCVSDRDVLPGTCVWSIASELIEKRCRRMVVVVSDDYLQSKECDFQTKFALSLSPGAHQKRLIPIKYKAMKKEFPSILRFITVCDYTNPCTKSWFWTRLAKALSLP
# PPARg SRC-1 ag = PPARgamma-driven SRC-1 recruitment agonism | P37231 | PPARgamma-SRC-1 coactivator recruitment biochemical assay | activation, % at 8 µM | hit rate 0.41% among 200,000 | AID 631; in the data active = activation above about 19%;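 note: 0% = DMSO and 100% = reference agonist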
# ROMK mod = human ROMK K+ channel modulation, primary screen | Tet-inducible ROMK, thallium flux fluorescence; actives lie on both sides | B-score at 10 µM | hit rate 2% among 130,000 | AID 1918;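 active = signal ratio slope over the read window, or its plate-corrected B-score, at least 3 SD from the plate mean, either direction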;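 note: B-score of the F/F0 ratio slope over 7 to 12 s after thallium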
# An asterisk follows results filed as active; . = no result given. The order is random. About 5.6% of those tested had a hit in this group.
# Start of the listing, in advance, 13 compounds:
SMILES,S1P3 antag,PPARg SRC-2 ag,STAT1 blocker,STAT3 blocker,TR-FRET SRC-2 ct,PPARg SRC-3 ag,RAM inhibit,STAT3 activator,TLR4 MyD88 comp,PPARg SRC-1 ag,ROMK mod
COC(=O)c1cc(=O)c2c([N+](=O)[O-])ccc(OC)c2o1,-16,6,-3,-4,1538,4,-0.8,101,-13,3,0.61
NC(=O)CSc1nnc(-c2ccncc2)o1,-15,5,5,6,1541,2,0.9,101,7,0,0.11
COCCN(Cc1ccccc1)C(=O)c1c(C)nn(-c2ccccc2)c1C,0,6,3,7,1703,-1,0.1,100,2,-2,0.15
Cc1ccccc1N1C(=O)C2C3C=CC(C2C1=O)N(C)C3=O (configuration not stated),.,9,-1,-3,1301,4,0.9,105,1,-2,0.78
Cc1ccc(Cn2cnc3sc4c(c3c2=O)CCC4)c(C)c1,.,11,0,7,1451,-5,5.1,97,-11,-1,.
CCOC(=O)N1CCN(Cc2cn[nH]c2-c2cc3ccccc3o2)CC1,12,10,-2,5,1340,5,1.6,99,-5,4,-0.51
COc1cc(C(C(=O)NC(C)(C)C)N(Cc2ccc3c(c2)OCO3)C(=O)c2cnccn2)cc(OC)c1OC (configuration not stated),.,7,1,-1,1487,-1,1.3,107,1,-6,-0.25
COc1ccc(-c2cc(-c3cc(OC)ccc3O)[nH]n2)cc1,.,-2,-15,-10,1432,1,1.6,105,14,-3,-0.87
O=C(c1ccco1)c1cn[nH]c1-c1ccc(Cl)cc1O,.,2,-1,21,1515,0,0.5,88,12,-1,-1.5
Fc1ccc(C(Nc2ccccn2)c2c[nH]c3ccccc23)cc1 (configuration not stated),-10,6,9,-8,1688,4,-0.4,111,3,-2,-1.9
CCCCOc1ccc(/C(O)=C2/C(=O)C(=O)N(CCCOC)C2c2ccncc2)cc1 (configuration not stated),-16,0,9,11,1459,-6,1.0,96,10,-5,.
CCSc1nc(O)cc(=O)n1CC,-6,10,-1,13,1699,4,-0.4,98,-9,0,-0.3
Cc1nnc2sc(SCc3ccccc3Cl)nn2c1=O,-4,-1,21,3,1611,3,1.6,99,3,3,-1.6

# This part in full, repeating the preview:
SMILES,S1P3 antag,PPARg SRC-2 ag,STAT1 blocker,STAT3 blocker,TR-FRET SRC-2 ct,PPARg SRC-3 ag,RAM inhibit,STAT3 activator,TLR4 MyD88 comp,PPARg SRC-1 ag,ROMK mod
COC(=O)c1cc(=O)c2c([N+](=O)[O-])ccc(OC)c2o1,-16,6,-3,-4,1538,4,-0.8,101,-13,3,0.61
NC(=O)CSc1nnc(-c2ccncc2)o1,-15,5,5,6,1541,2,0.9,101,7,0,0.11
COCCN(Cc1ccccc1)C(=O)c1c(C)nn(-c2ccccc2)c1C,0,6,3,7,1703,-1,0.1,100,2,-2,0.15
Cc1ccccc1N1C(=O)C2C3C=CC(C2C1=O)N(C)C3=O (configuration not stated),.,9,-1,-3,1301,4,0.9,105,1,-2,0.78
Cc1ccc(Cn2cnc3sc4c(c3c2=O)CCC4)c(C)c1,.,11,0,7,1451,-5,5.1,97,-11,-1,.
CCOC(=O)N1CCN(Cc2cn[nH]c2-c2cc3ccccc3o2)CC1,12,10,-2,5,1340,5,1.6,99,-5,4,-0.51
COc1cc(C(C(=O)NC(C)(C)C)N(Cc2ccc3c(c2)OCO3)C(=O)c2cnccn2)cc(OC)c1OC (configuration not stated),.,7,1,-1,1487,-1,1.3,107,1,-6,-0.25
COc1ccc(-c2cc(-c3cc(OC)ccc3O)[nH]n2)cc1,.,-2,-15,-10,1432,1,1.6,105,14,-3,-0.87
O=C(c1ccco1)c1cn[nH]c1-c1ccc(Cl)cc1O,.,2,-1,21,1515,0,0.5,88,12,-1,-1.5
Fc1ccc(C(Nc2ccccn2)c2c[nH]c3ccccc23)cc1 (configuration not stated),-10,6,9,-8,1688,4,-0.4,111,3,-2,-1.9
CCCCOc1ccc(/C(O)=C2/C(=O)C(=O)N(CCCOC)C2c2ccncc2)cc1 (configuration not stated),-16,0,9,11,1459,-6,1.0,96,10,-5,.
CCSc1nc(O)cc(=O)n1CC,-6,10,-1,13,1699,4,-0.4,98,-9,0,-0.3
Cc1nnc2sc(SCc3ccccc3Cl)nn2c1=O,-4,-1,21,3,1611,3,1.6,99,3,3,-1.6
CCOC(=O)c1ccc(N2C(=O)c3n[nH]c(C)c3C2c2ccc(OC)cc2)cc1 (configuration not stated),6,8,-3,14,1857,1,2.2,92,-14,10,.
O=C(O)Cc1sc(-c2ccc(C(=O)O)cc2)nc1-c1ccccc1,2,11,6,17,1803,8,2.5,94,-11,12,0.62
CN1C(=O)c2ccccc2N(C)C1c1cccs1 (configuration not stated),0,1,6,16,1481,-9,1.9,95,-7,-6,.
CC1CN(C(=O)c2cc3cc(Cl)cc(Cl)c3oc2=O)CC(C)O1 (configuration not stated),-15,-3,-7,2,1436,-7,-0.3,101,1,-6,-0.7
CCCCNC(=S)NC(=O)c1ccccc1Br,-8,0,-13,4,1478,1,1.2,100,-4,7,-0.42
CN(Cc1cnccn1)C(=O)CC1C(=O)NCCN1Cc1cccc(Oc2ccccc2)c1 (configuration not stated),7,4,-5,13,1443,3,0.8,92,3,-2,-0.38
Cc1ccccc1C(=O)Nc1ccc(N2CCCCCC2)cc1,-3,0,-46,-5,1505,4,1.4,111,-17,5,.
O=C(CN1CCN(c2ccccc2O)CC1)NCCCc1ccccc1,15,4,-2,-6,1576,7,2.2,107,-12,15,0.39
O=C(Nc1ccc(-c2nnn(CC(=O)N3CCN(C(=O)c4ccco4)CC3)n2)cc1)c1ccccc1F,9,4,-12,17,1649,3,6.4,90,-19,-1,0.84
CCc1cccc(NC(=O)C2CCN(S(=O)(=O)c3cccs3)CC2)c1,.,1,-1,3,1430,-1,3.4,98,0,-2,0.84
O=C(Nc1ccc2oc(-c3ccncc3)nc2c1)c1ccc(F)cc1,1,7,11,42,1538,9,1.5,66,-1,9,.
O=C1C(=O)N(CCN2CCCCC2)c2ccccc21,.,-8,0,1,1450,-25,0.9,100,-4,-1,1.1
Cc1ccc(S(=O)(=O)c2nc(-c3ccccc3)oc2NCCCN2CCOCC2)cc1,-16,-5,-5,0,1456,2,-0.1,107,15,3,-0.003
COC(=O)c1ccc(CSc2nc3c(cnn3-c3ccc(Cl)cc3)c(=O)[nH]2)o1,12,5,6,0,1633,6,6.9,102,-6,-2,0.56
COc1ccc(C2C=C(c3ccc(F)cc3)NC(=S)N2)cc1OC (configuration not stated),-12,0,13,15,1450,2,1.9,90,-4,-5,-0.44
COC(=O)NCC(C)OC(=O)Nc1cccc(Cl)c1 (configuration not stated),0,-1,-7,8,1422,10,2.8,97,-13,5,.
CCN(CCCNC(=O)C1CCC(=O)N1Cc1ccccc1Cl)c1cccc(C)c1 (configuration not stated),.,14,2,2,1662,0,-0.3,102,1,-2,0.3
COc1ccc(C(=O)COC(=O)c2ccc3ccccc3n2)cc1,-13,12,-4,1,1598,1,-0.5,100,-8,10,0.49
Cc1c(Nc2nc3ccccc3nc2NS(=O)(=O)c2cccc(Cl)c2)c(=O)n(-c2ccccc2)n1C,3,-3,-5,-10,1428,-2,3.0,112,-3,7,-1.9
Cn1c(=S)[nH]c2[nH]c(=O)cnc2c1=O,-15,4,5,5,1744,3,0.8,96,-10,2,1.3
O=C(COc1ccc(Br)cc1)N(CCO)CCO,-8,3,-2,1,1558,-3,2.7,104,-3,-4,-0.84
Cc1ccc(S(=O)(=O)N2CCOCC2)cc1C(=O)N1C(=O)c2cccc(N)c2C1=O,-4,-1,-3,4,1690,0,0.2,103,-8,-2,0.015
CC(C)(C)c1ccc(-c2nnc3sc(-c4ccccn4)nn23)cc1,-17,-2,-13,2,1373,-3,3.1,102,9,-7,.
O=C(O)CCc1nn2c3ccccc3n(CC(=O)O)c2nc1=O,-24,8,0,-1,1706,2,0.8,103,-3,13,0.29
CN(Cc1nc(-c2cccc(Cl)c2)no1)C1CCOCC1,4,0,-34,-8,1762,0,0.1,113,-4,6,-0.26
N#Cc1ccc(OCc2nnc(-c3ccc([N+](=O)[O-])cc3)o2)cc1,-9,-1,1,-1,1404,2,7.5,101,-1,-6,-0.5
CCOC(=O)c1c(NC(=O)c2ccccc2Cl)sc2c1CCc1ccccc1-2,8,-5,2,-10,1585,4,7.0,112,8,-2,0.43
CCOC(=O)N1CCN(CC(O)COc2ccccc2C(C)(C)C)CC1 (configuration not stated),-15,1,11,-6,1519,5,-0.4,110,-18,1,0.17
COc1ccc(N2C(=O)CCC2=O)cc1,-42,5,8,10,1779,11,1.8,93,-4,9,.
CC(C)(C)CC(=O)NC(=S)NCc1ccccc1,-10,10,0,-17,1600,3,-0.2,123,4,-4,0.027
O=C(NCCc1csc(-c2ccccc2)n1)c1c(F)cccc1F,-8,1,4,17,1476,-3,0.1,87,-10,7,-0.09
N=C1SCC(=O)N1c1ncc(Cc2ccccc2Cl)s1,-4,0,-11,-2,1743,1,2.9,106,-7,4,-0.093
CC(NC(=O)CCl)c1ccc(Cl)c(Cl)c1 (configuration not stated),.,-3,1,17,1658,11,0.5,85,5,0,-0.67
O=C(CSc1nc2ccccc2c(=O)[nH]1)N1CCCCC1,-29,0,-7,6,1512,3,0.3,99,5,-1,.
Cc1ccc(-c2nn3c(C)nnc3s2)cc1NC(=O)c1cccs1,18,9,-2,-4,1586,-3,3.6,104,-13,5,.
Cc1nnc(NC(=O)CCCOc2ccccc2)s1,.,11,-5,-1,1739,4,-0.9,101,7,5,-0.11
CCN(CC)C(=O)c1ccccc1NS(=O)(=O)c1ccc(C)cc1,.,2,4,0,1615,-3,1.3,107,9,-10,-0.098
COc1ccc(-n2c(COc3cccc4ccccc34)nnc2SC(C)C(=O)O)cc1 (configuration not stated),-15,14,-1,12,1735,3,1.7,97,-23,4,0.19
NS(=O)(=O)c1ccc(NC(=O)/C=C/c2cccc(Cl)c2)cc1,-3,8,-14,18,1499,7,7.2,88,0,4,0.46
CC1=C(C(=O)Nc2ccccc2)C(c2ccco2)C(C#N)=C(SCC(=O)Nc2cccc(C)c2C)N1 (configuration not stated),-28,-3,8,-1,1491,-13,1.4,104,9,-6,-0.58
O=C(NCc1cccs1)C(NS(=O)(=O)c1cccc2nsnc12)c1ccccc1 (configuration not stated),-24,-13,10,4,1363,-1,3.4,100,17,-8,.

# Screening data (PubChem)
